From PubChem BioAssay
procasp7 counter: activates human procaspase-7, counter-screen for procaspase-3 activators; recombinant procaspase-7, Ac-DEVD-pNA absorbance 405 nm; D23A/D198A/D206A triple mutant, cannot self-cleave; scale: DMSO 0, 5 µM enzyme 100; activation, % at 8.5 µM; actives 0.093% (n = 330,000); AID 463210;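 active means percent activation above the screen-wide mean plus 3 SD, cut at about 25% in these data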
Target sequence (P55210 whole entry D23A/D198A/D206A): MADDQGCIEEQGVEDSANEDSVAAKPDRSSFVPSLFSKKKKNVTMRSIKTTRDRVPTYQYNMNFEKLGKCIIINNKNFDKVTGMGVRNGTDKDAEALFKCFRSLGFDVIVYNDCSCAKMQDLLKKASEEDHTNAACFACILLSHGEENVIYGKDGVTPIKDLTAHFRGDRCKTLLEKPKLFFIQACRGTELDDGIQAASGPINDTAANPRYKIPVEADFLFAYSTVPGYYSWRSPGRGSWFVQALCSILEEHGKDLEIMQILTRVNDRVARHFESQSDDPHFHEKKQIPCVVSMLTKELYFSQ
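Assay system – Uncleavable procaspase-7 mutant enzyme · Quantity – 2 µM procaspase-7 mutant as dispensed · Times – 1 h preincubation, 2 h reaction · Dosing – single nominal 8.5 µM compound dose, 0.8% DMSO final · Buffer or medium – Zinc-free 50 mM HEPES buffer, pH 7.4, with NaCl and Triton X-100 · Detection – Epi-absorbance of released pNA at 405 nm, two timepoints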
procasp3 activ: activators of human procaspase-3; recombinant procaspase-3 D3A, Ac-DEVD-pNA absorbance 405 nm; activation, % at 8.5 µM; actives 0.11% (n = 330,000); AID 463141;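 active means activation above the mean of all tested compounds plus 3 SD, cut at about 21% in these data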;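 further: 0% = DMSO alone and 100% = DMSO wells spiked with extra 5 µM PC-3 D3A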
Target sequence (P42574 whole entry D9A/D28A/D175A): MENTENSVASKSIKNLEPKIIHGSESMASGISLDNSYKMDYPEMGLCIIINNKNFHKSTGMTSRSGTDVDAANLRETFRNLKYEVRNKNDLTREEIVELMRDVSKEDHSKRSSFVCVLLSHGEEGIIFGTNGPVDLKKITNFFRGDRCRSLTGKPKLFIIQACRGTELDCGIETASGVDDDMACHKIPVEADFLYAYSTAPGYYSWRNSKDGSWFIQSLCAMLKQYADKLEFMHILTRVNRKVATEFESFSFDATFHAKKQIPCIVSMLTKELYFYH
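Test system: Procaspase-3 D3A mutant, all three cleavage aspartates alanine | Dosing: Single dose, 8.5 µM nominal compound, 0.8% DMSO | Schedule: 1 h preincubation, 2 h reaction | Technique: 405 nm absorbance of p-nitroaniline, reads at 0 and 120 min | Repeats: One well per compound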
CIT2-GFP yeast: modulators of TOR pathway CIT2-GFP in S. cerevisiae | actives 0.065% (n = 320,000) | AID 2029 | GFP response vs DMSO, % at 10 µM | S. cerevisiae CIT2-GFP strain, flow cytometry, 3 h; 100 means same as DMSO wells;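 active means GFP response relative to DMSO above a set limit, near the screen mean plus 3 SD, cut at about 150% in these data; inconclusive means Fewer than 70 cells measured for a yeast strain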;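 further: ratio of well median GFP fluorescence to mean of DMSO wells on the plate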
RPL19A TOR yeast: alters RPL19A-GFP fluorescence in TOR pathway yeast screen | S. cerevisiae RPL19A-GFP strain, flow cytometry, 3 h; stronger effect = lower value | percent response vs DMSO, % at 10 µM | actives 0.3% (n = 330,000) | AID 2025;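 active means percent response vs DMSO below 50%; inconclusive means fewer than 70 events counted for the yeast strain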;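 further: median channel GFP fluorescence of the barcoded RPL19A-GFP strain; ratio of sample median GFP to plate DMSO average so 100% = DMSO; lower means less RPL19A-GFP as with rapamycin TOR inhibition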
AGP1 TOR yeast: yeast TOR pathway AGP1-GFP modulation; actives 0.02% (n = 320,000); S. cerevisiae AGP1-GFP multiplex flow cytometry, 3 h; GFP as percent of DMSO wells; GFP response vs DMSO, % at 10 µM;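 active means GFP response relative to DMSO above a set limit, near screen average plus 3 SD, cut at about 150% in these data; inconclusive means fewer than 70 cells counted for the yeast strain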;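 further: median GFP channel fluorescence of the gated AGP1 strain per well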
LAP4 TOR yeast: yeast TOR pathway LAP4-GFP modulation; S. cerevisiae LAP4-GFP multiplex, flow cytometry GFP, 3 h; median GFP as percent of DMSO wells; GFP response vs DMSO, % at 10 µM; actives 0.34% (n = 320,000); AID 2023;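 active means GFP response vs DMSO above a set limit, about the screen mean plus 3 SD, cut at about 150% in these data; inconclusive means under 70 cell events counted for the yeast strain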
AHR act: human AHR activation | AID 2796 | actives 2.5% (n = 320,000) | P35869 | AHR-responsive luciferase reporter cells, luminescence | activation, % at 5 µM; in the data active means activation above about 47%;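 further: 0% = vehicle wells and 100% = reference agonist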
MEP2 TOR yeast: modulators of TOR pathway MEP2-GFP in S. cerevisiae; S. cerevisiae MEP2-GFP strain, flow cytometry GFP, 3 h; 100% = DMSO control level; GFP response vs DMSO, % at 10 µM; actives 0.51% (n = 330,000); AID 2016;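 active means GFP response versus DMSO above a set limit, roughly screen mean plus 3 SD, cut at about 180% in these data; inconclusive means fewer than 70 cells counted for a yeast strain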;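 further: median GFP fluorescence of the barcode-gated MEP2-GFP cells per well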
* marks the source's active call; other numbers are inactive results; ? = inconclusive; / = no result given; [ ] = remark or other dose.

SMILES	procasp7 counter	procasp3 activ	CIT2-GFP yeast	RPL19A TOR yeast	AGP1 TOR yeast	LAP4 TOR yeast	AHR act	MEP2 TOR yeast
COc1ccc(-c2nnc(NC(=O)c3ccc(S(=O)(=O)N4CCc5ccccc5C4)cc3)o2)cc1	4	4	99	101	99	97	1	96
C[C@@H](NC(=O)c1nc[nH]c1C(=O)N[C@@H](Cc1ccccc1)C(=O)OCc1ccccc1)c1ccccc1	0	-10	97	103	88	106	2	91
COc1ccc(NC(=O)CCS(=O)(=O)c2ccc3c(c2)oc(=O)n3C)cc1	4	4	107	99	102	98	0	106
CC1Cc2ccccc2N1C(=O)CN1CCC(n2nnc3cc(C(F)(F)F)ccc32)CC1 (configuration not stated)	22	-12	105	107	107	105	-2	104
COCCn1c(C)cc2c(c1=O)C(c1ccco1)C(C#N)=C(N)O2 (configuration not stated)	-1	2	97	97	/	103	0	103
O=C(NCc1ccccc1F)c1ccc2c(c1)OCO2	11	4	102	99	97	99	7	100
Fc1ccc(COc2ccc(-c3nnco3)cc2)c(Cl)c1	0	6	92	102	86	104	-7	100
CCC(=O)NCCc1cc2ccc(C)c(C)c2[nH]c1=O	8	8	107	101	101	91	12	89
CCOC(=O)c1ccc(NC(=O)c2c(Cl)cc(C)nc2C)cc1	15	-9	112	104	107	93	-2	110
C[C@H]1COC(=O)[C@H](NC(=O)OCC2c3ccccc3-c3ccccc32)C/C=C\C[C@H](CC(=O)N(CCO)Cc2ccccc2)C(=O)N1	-6	7	90	94	93	88	0	87

Ordered by the number under procasp3 activ (lowest first): some entries from above.
molecule | procasp3 activ
CC1Cc2ccccc2N1C(=O)CN1CCC(n2nnc3cc(C(F)(F)F)ccc32)CC1 (configuration not stated) | -12
CCOC(=O)c1ccc(NC(=O)c2c(Cl)cc(C)nc2C)cc1 | -9
Fc1ccc(COc2ccc(-c3nnco3)cc2)c(Cl)c1 | 6

Following part.
SMILES	procasp7 counter	procasp3 activ	CIT2-GFP yeast	RPL19A TOR yeast	AGP1 TOR yeast	LAP4 TOR yeast	AHR act	MEP2 TOR yeast
CC(NC(=O)Cc1cccs1)C(c1cccs1)N1CCOCC1 (configuration not stated)	-5	-5	96	99	99	97	0	103
N=c1c2c3c(sc2ncn1CCCN1CCOCC1)CCCCC3	-13	0	101	105	98	105	6	108
CCCCC(=O)Nc1c(-c2ccc(OC)c(OC)c2)c(=O)c2ccccc2n1C	4	-3	120	97	108	107	11	97
CCCCNC(=O)c1ccc(-n2c(=S)[nH]c3ccccc3c2=O)cc1	12	1	101	99	102	100	2	98
O=C(Cc1ccccc1)N[C@H](c1ccccc1)P(=O)(O)CO	0	1	103	90	94	92	-1	98
COc1ccccc1N(C(=O)c1ccco1)C(C(=O)NC1CCCCC1)c1cc(OC)c(OC)c(OC)c1 (configuration not stated)	2	-4	109	100	98	90	1	91
N#CC1=C(N)Oc2cc(O)ccc2C1c1cccnc1 (configuration not stated)	-16	-19	?	59[may fluoresce violet]	21[may fluoresce violet]	100[may fluoresce violet]	7	210*[may fluoresce violet]
OCCNCCCCOc1ccc(OCc2ccccc2)cc1	0	-1	93	95	95	96	6	108
O=C(CCCC(=O)N1CCCC1)N1CCCC1	1	2	101	100	99	90	2	98
Nc1nsnc1C(=O)NCCO	1	1	98	96	97	93	-1	101
Cc1cc(C(=O)OCC(=O)c2cccs2)c2ccccc2n1	5	7	105	101	99	98	-1	103
O=C(c1ccccc1-c1nc2ccccc2[nH]1)N1CCOCC1	10	-12	90	95	96	94	21	93
CCOCCCn1c(=S)[nH]c2cc(C(=O)NCCN(CC)CC)ccc2c1=O	5	2	106	105	99	85	2	103
COc1ccccc1NC(=O)CSc1nnc(-c2ccccc2)o1	1	3	93	97	95	96	4	105
CC(=O)NC12CC3CC(C1)CC(C(=O)N1CCN(S(=O)(=O)c4cccc(C(F)(F)F)c4)CC1)(C3)C2	4	4	102	97	104	104	2	100
CCOC(=O)c1[nH]c2ccccc2c1NC(=O)c1ccc2c(c1)OCO2	8	5	95	99	94	87	11	89
Cc1ccccc1-c1nc(S(=O)(=O)c2ccccc2)c(NCCCN2CCOCC2)o1	-6	3	105	104	107	108	-1	106
CN(NC1OC(=O)c2ccccc21)c1ncc(Cl)cc1C(F)(F)F (configuration not stated)	2	-9	110	105	112	126	2	111
CCCCN1C(=O)/C(=C/C=C2\N(C)c3ccccc3C2(C)C)SC1=S	0	-7	96	103	96	104	5	108
COc1ccc(CN2CCCC(C(=O)N(C)Cc3ccccc3)C2)cc1OC (configuration not stated)	7	2	94	98	99	97	-1	97
CC(C)(CO)Nc1ccc([N+](=O)[O-])cc1[N+](=O)[O-]	2	-4	109	97	99	105	0	103
CC12CN3CC(=O)N4CC5(C)CN(CC(C)(C4)C5=O)C(=O)CN(C1)CC(C)(C3)C2=O	-1	-5	104	93	100	88	1	94
CCc1nnc(NC(=O)Cc2ccc(OC)c(OC)c2)s1	4	-2	94	97	98	107	2	90
COc1ccc(CC2(CO)CCN(C(=O)NCc3ccccc3)CC2)cc1	-3	-7	87	97	95	100	2	100
O=C1C(C=NC2CC2)=C(O)c2ccccc21	-1	-2	100	101	102	100	18	105
CC(=O)Nc1cc(-c2ccc(F)cc2)[nH]n1	3	3	103	95	106	111	33	107
Cc1nc(NCC2CCCO2)nc2c1C(=O)CC(C)(C)C2 (configuration not stated)	-6	12	86	97	107	82	1	95
CSCCC(NC(=O)COc1ccccc1)C(=O)N(C)CC(=O)Nc1ccc(C)cc1 (configuration not stated)	7	4	87	94	99	116	2	95
Cc1ccc2nc(Cl)c(-c3ccccc3)cc2c1	-1	-12	83	96	92	95	7	89
Cc1cccc(C(=O)NC(=S)Nc2ccc(S(=O)(=O)N3CCCCC3)cc2)c1	-12	-6	94	100	110	119	7	100
COc1ccccc1N(CC(=O)NC(C)(C)C)C(=O)c1ccc(Cl)nc1	-3	5	106	99	103	100	23	105
C[C@H]1CN=C(N(C)C)N1CCc1ccc(F)cc1	5	-1	98	101	105	94	-1	99
Cc1ccc(S(=O)(=O)NNC(=O)Nc2ccc([N+](=O)[O-])cc2)c(C)c1	5	0	104	104	107	102	-1	102
Cc1ccc(OS(=O)(=O)c2c(C)nn(C)c2Cl)c(C)c1	10	3	92	97	89	113	20	93
COc1ccc(CCNc2c(C)c(C)nc3ncnn23)cc1	-8	4	101	95	106	99	-11	106
Cc1cc(=O)oc2cc(OCCCC[n+]3ccccc3)ccc12	-5	-9	99	100	95	105	2	92
Cc1ccccc1CSCC(=O)N/N=C/c1cccs1	-3	-4	96	99	98	103	21	105
O=C(Oc1c(-c2ccccc2)c(=O)n2c3c(cccc13)CC2)c1ccccc1	5	-13	88	95	98	112	0	93
COC(=O)CSc1nc2sc(C)c(C)c2c(=O)n1C	1	4	91	95	95	106	2	97
Nc1nonc1-n1nnc(C(=O)N/N=C/c2ccc(O)cc2)c1CN1CCCCCC1	1	2	96	103	102	96	6	118
COc1cccc(Oc2ccc(N/C=C/C(=O)C(C)(C)C)cc2)c1	9	3	100	104	96	88	1	100
CC(C)(C)c1cc(C(=O)NCc2ccco2)ccn1	-43	1	79	77	79	80	-3	82
COCCn1nnnc1CN1CCOCC1	-1	2	94	99	92	96	1	104
Cc1cccc(NC(=O)CSCc2nc3c(nnn3Cc3ccc(F)cc3)c(=O)[nH]2)c1C	-6	6	96	101	97	96	14	101
Cc1cc(C(=O)COc2ccccc2[N+](=O)[O-])c(C)n1C1CC1	-12	-9	95	100	91	102	63*	95
CCCCn1c(SCC(=O)c2ccc3c(c2)NC(=O)CO3)nc2cc(S(N)(=O)=O)ccc21	1	-3	82	99	96	94	2	98
CN1CCN(CC(=O)Nc2ccccc2[N+](=O)[O-])CC1	-6	1	98	103	107	103	5	100
Cc1ccc(S(=O)(=O)N2CC=C(C(=O)NC3CCCC3)CC2)cc1	1	10	99	98	101	95	2	104
CCN(CC)c1ccc(NC(=O)COc2ccc(C)cc2)cc1	-8	-4	95	106	98	97	-1	105
Cc1ccc(NC2CCCN(C(=O)c3cnsn3)C2)cc1C (configuration not stated)	3	3	92	96	99	88	33	98

(listing goes on)
SMILES	procasp7 counter	procasp3 activ	CIT2-GFP yeast	RPL19A TOR yeast	AGP1 TOR yeast	LAP4 TOR yeast	AHR act	MEP2 TOR yeast
CC(C)(C)OC(=O)NCc1ccc(NC(=O)c2nc[nH]c2C(=O)NCCCCNC(=O)c2[nH]cnc2C(=O)Nc2ccc(CNC(=O)OC(C)(C)C)cc2)cc1	10	2	77	98	77	81	-1	99
Cc1cc(Br)c(NC(=O)CN(C)CCOc2ccccc2)c(Br)c1	-8	-1	80	91	72	73	2	73
Cc1c(O)ccc2c(CN3CCN(Cc4ccccc4)CC3)cc(=O)oc12	19	15	103	103	100	94	0	102
COc1ccc(-c2cc(-c3c(O)c(OC)c4occc4c3OC)[nH]n2)cc1	-8	-4	92	95	95	96	69*	100
COc1ccc(N2CCN(c3ccc(C(=O)O)cc3[N+](=O)[O-])CC2)cc1	2	-1	105	104	98	96	10	106
COCCNC(=S)NN(c1ccccc1)c1ccccc1	-2	8	100	100	105	104	-1	102
Cc1cc(-c2ccccc2)c2c3c(c(-c4ccccc4)n2n1)c(=O)n(C)c(=O)n3C	6	-1	98	100	95	94	5	100
Cc1ccc(SCCNC(=O)CN2C(=O)c3ccccc3S2(=O)=O)cc1	11	3	100	106	110	124	-1	103
O=C(NC1CCCCC1)C(Cc1ccccc1)N1C(=O)C2C3CCC(C3)C2C1=O (configuration not stated)	18	8	100	100	102	100	-2	102
O=C(c1c(F)cccc1F)N1CCN(c2ccccc2F)CC1	-3	0	100	108	108	103	3	104
CC(=O)N1c2ccc(S(=O)(=O)N3CCC(C(=O)N4CCCCC4)CC3)cc2CC1C (configuration not stated)	-6	2	95	99	99	92	0	94
COc1cc(S(=O)(=O)NC2CCCCC2)c(C)cc1C	-2	3	84	90	84	142	-4	94
Cc1ccc(Cl)cc1N1CCN(CC(O)COCc2ccco2)CC1 (configuration not stated)	-9	7	92	95	87	76	2	90
CNC(=O)c1c(NC(=O)C2=COCCO2)sc2c1CCCC2	8	0	91	100	96	109	24	104
COc1ccc(S(=O)(=O)NNc2nc(C)cc(C)n2)cc1Br	5	-9	107	105	120	116	6	102
CCN(CC)c1ncnc2c1sc1nc(C)cc(C)c12	8	-2	89	95	96	109	-10	97
CC(=O)NCCc1nc2cc(NC(=O)Nc3ccccc3)ccc2n1C	-3	5	102	106	94	97	4	100
CC(C)Oc1ccc(N2CC(C(=O)NC3=NCCS3)CC2=O)cc1 (configuration not stated)	5	2	96	101	104	91	2	111
CCn1c(=O)c2sccc2n(Cc2ccccc2)c1=O	5	7	93	93	82	74	0	90
CCCCn1c(N)c(N(CCOC)C(=O)c2cc(-c3ccco3)nc3ccccc23)c(=O)[nH]c1=O	-20	-22	93	98	103	106	1	106
